# AmpC detergent: qHTS Inhibitors of AmpC Beta-Lactamase (assay with detergent). AmpC hydrolysis of nitrocefin, absorbance 480 nm, 0.01% Triton. 370,000 compounds, 0.041% hits. P00811. Potency, µM (top dose mostly 114 µM), without a hit: at the top dose activity change, negative = inhibition, hits mostly inhibitors;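 note: potency is the fitted concentration of half-maximal effect; 0% = no-compound wells and -100% = no-enzyme wells; nearly all actives have a fitted effect of over 25% in size; some results filed as inactive show a strong effect at the top dose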
# Target sequence (P00811 whole entry, looked up): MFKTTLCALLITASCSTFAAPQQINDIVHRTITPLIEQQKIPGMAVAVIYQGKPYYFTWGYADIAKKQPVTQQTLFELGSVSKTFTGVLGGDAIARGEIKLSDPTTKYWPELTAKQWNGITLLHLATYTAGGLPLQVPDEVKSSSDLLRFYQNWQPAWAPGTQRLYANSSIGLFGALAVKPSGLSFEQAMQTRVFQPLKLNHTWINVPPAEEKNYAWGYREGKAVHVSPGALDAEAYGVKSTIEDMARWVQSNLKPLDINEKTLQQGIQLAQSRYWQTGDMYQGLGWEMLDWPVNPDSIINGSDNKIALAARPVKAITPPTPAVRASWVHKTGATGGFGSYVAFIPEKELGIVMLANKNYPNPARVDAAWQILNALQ
#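 20 mM phosphate pH 7.0 + 0.01% (detergent screen) or 0.0001% Triton X-100; 5.3 nM AmpC reagent; cpd preinc 15 min RT; nitrocefin (800 uM stock) to start; A480 q20 s × 4 min; Activity was normalised to no-enzyme and no-compound control wells.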
# HCMV inh: qHTS Assay for inhibitors of the human cytomegalovirus (HCMV). activity change, negative = inhibition, % at 57.5 µM. AID 1259415, 2018. HFF cells, HCMV-luciferase reporter, 72 h; hits give low values. 410,000 compounds, 4.5% hits; in the data active = activity change below about -60%; inconclusive = no clear call, values can overlap the other calls; inactive = above about -39%; note: % is set by controls: 0 for no effect and ±100 for the full control effect
#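 Inhibition of viral replication was scored as loss of reporter luminescence in HFFs infected with HCMV-luciferase (MOI 1 PFU/cell) for 72 h; compounds tested at 2 doses, normalized to buffer and Salinomycin controls.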
# AmpC no deterg: qHTS Inhibitors of AmpC Beta-Lactamase (assay without detergent); 330,000 compounds, 0.52% hits; Potency, µM (doses to about 57.1 µM), for the others: top-dose activity change, negative = inhibition, actives largely listed as inhibitors; AID 485341, 2010; P00811; AmpC nitrocefin hydrolysis, absorbance 480 nm, 0.0001% Triton;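 note: potency is the fitted concentration of half-maximal effect; plate controls were no compound for no effect and no enzyme for full effect; nearly all actives have a fitted effect of over 20% in size; some results filed as inactive show a strong effect at the top dose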
#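 AmpC (5.3 nM in the dispensed reagent) in 20 mM phosphate pH 7.0 with 0.01% (detergent screen) or 0.0001% Triton X-100 was preincubated with compounds for 15 min at room temperature. Nitrocefin was then added from an 800 uM solution, and hydrolysis was followed at 480 nm.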
# CHX counter: Cycloheximide Counterscreen for Small Molecule Inhibitors of Shiga Toxin. max response, %. 300,000 compounds, 12% hits. AID 2314, 2010. cell reporter, cycloheximide protein synthesis inhibition counterscreen; in the data active = max response mostly above about 13%, no sharp cut-off; inactive = mostly below about 14%; note: read at 38.3 µM for the half of the compounds with a filed dose; 0% is about no effect
# Shiga toxin inh: A qHTS for Small Molecule Inhibitors of Shiga Toxin; Vero cells, Shiga toxin protein synthesis inhibition reporter; inhibition, % at 38.7 µM; 290,000 compounds, 9.2% hits; in the data active = inhibition mostly above about 28%, no sharp cut-off; inactive = mostly below about 43%; note: 0% is about no effect
# Giardia FBPA inh: qHTS Assay for Inhibitors of Fructose-1,6-bisphosphate Aldolase from Giardia Lamblia. Potency, µM (top dose mostly 59.6 µM), inactives show at the top dose activity, negative = inhibition, actives largely listed as inhibitors. 290,000 compounds, 0.71% hits. AID 2451, 2010. purified Giardia FBPA. A8B2U2; note: potency is the fitted concentration of half-maximal effect; % is set by controls: 0 for no effect and ±100 for the full control effect; nearly all actives have a fitted effect of over 55% in size
# Target sequence (A8B2U2 whole entry, looked up): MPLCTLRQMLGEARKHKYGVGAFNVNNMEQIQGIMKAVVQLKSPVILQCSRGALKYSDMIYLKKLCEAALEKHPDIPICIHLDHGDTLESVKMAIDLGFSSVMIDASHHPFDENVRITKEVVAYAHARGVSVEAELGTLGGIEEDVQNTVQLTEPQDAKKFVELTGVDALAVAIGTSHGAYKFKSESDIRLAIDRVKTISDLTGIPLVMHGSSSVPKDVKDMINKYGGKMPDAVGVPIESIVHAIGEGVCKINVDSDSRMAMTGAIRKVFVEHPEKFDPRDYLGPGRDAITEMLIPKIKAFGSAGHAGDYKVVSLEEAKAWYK
#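 40 nM FBPA preincubated 10 min at RT with compound (up to 57.5 uM final), then substrate plus GAPDH/TPI/NAD/arsenate coupling and diaphorase/resazurin added. Fluorescence read after 20 min at RT, 525/598 nm.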
# AMA1 RON2 block: qHTS for Inhibitors of AMA1-RON; Towards Development of Antimalarial Drug Lead: Primary Screen | Plasmodium falciparum AMA1 (3D7) - RON2 peptide interaction | AlphaScreen AMA1-biotinylated RON2 peptide binding | Potency, µM (series often up to 58.2 µM), for the others: at the highest dose activity change, negative = inhibition, usual class: inhibitors | 360,000 compounds, 0.2% hits | AID 720542, 2013;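 note: potency is the fitted concentration of half-maximal effect; 0% = vehicle wells and -100% = peptide control; nearly all actives have a fitted effect of over 45% in size; some results filed as inactive show a strong effect at the top dose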
#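 AMA1 (3D7) with his tag at 25 nM final met compounds first, then biotinylated RON2 peptide at 25 nM; detection used donor plus acceptor beads, 10 µg/mL apiece, read by AlphaScreen after 30 min at room temperature.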
# * = called active by the depositor; ? = inconclusive; / = no result given; & = joins results of further samples; [ ] = remark or other dose. Unless noted, calls come from the whole dose curve; as a rule, active = well fitted curve in the direction sought with a large enough effect; inconclusive = small, poorly fitted or top-dose-only effect, or another doubt; inactive = no such curve, though single readings can be large; an effect the other way counts as inactive or inconclusive.
structure,AmpC detergent,AMA1 RON2 block,AmpC no deterg,HCMV inh,CHX counter,Giardia FBPA inh,Shiga toxin inh
Nc1ccccc1OCCOCCOCCOc1ccccc1N,-7%,0%,-3%,46,9,-3%,-8
CC(NS(=O)(=O)c1ccc(OCC(=O)NCc2cccnc2)cc1)c1ccccc1 (stereo unspecified),-12%,-15%,-14%,-21,-3,2%,-19
COCCCn1c(=O)/c(=C\c2ccc(OC(F)F)c(OC)c2)s/c1=C(/C#N)C(N)=O,-6%,-1%,-2%,?,-4,-6%,2
C=CCNC(=S)N1CCN(CCN=CC2=C(O)CC(c3ccco3)CC2=O)CC1 (stereo unspecified),1%,81%[activator],47%,-3,1,?,-18
Cc1ccc(C)c(OCCC(=O)Nc2cccc(S(=O)(=O)NC3=NCCCCC3)c2)c1,-6%,0%,-7%,-31,/,/,/
O=C(NCc1ccccc1)NC(=O)c1ccccc1,-15%,-1%,-11%,-9,2,21%,47
Cc1cc(NC(=O)c2ccc(Cl)c([N+](=O)[O-])c2)no1,-4%,45%[activator],-9%,17,7,-4%,8
N/C(CSc1ncccc1C(F)(F)F)=N\O,3%,-15%,-4%,28,2,-2%,-6
CCOC(=O)N1CCC(n2c(=S)[nH]c3cc(OC)c(OC)cc3c2=O)CC1,?,26%,-1%,-12,-2,-19%,4
CC(C)(C)c1ccc(CNc2cc(N3CCOCC3)ccc2[N+](=O)[O-])cc1,2%,?,-12%,3,-3,-1%,-13
CCCCNC(=O)C1Cc2cc(S(=O)(=O)N3CCCCC3)ccc2N1C(C)=O (stereo unspecified),-3%,-5%,6%,?,-10,/,-9
COc1ccc(NC(=S)Nc2ccc3cn[nH]c3c2)cc1,2%,17%,-4%,?,7,?,34
Cc1ccc(N2C(=O)C3C4C=CC(CC4)C3C2=O)cc1[N+](=O)[O-] (stereo unspecified),?,-4%,-9%,-21,0,-4%,/
CC(CCc1ccc(O)cc1)N1CCC(Oc2ccc(C(=O)N3CCCC3)cc2)CC1 (stereo unspecified),-2%,16%,-15%,-60*,-2,/,-3
O=C(O)CCC(=O)Nc1ccc(Br)cc1C(=O)c1ccc(Cl)cc1,0%,0%,-9%,-7,-3,-1%,14
O=C(CN1CCN(Cc2ccccc2)CC1)c1ccc(Br)cc1,?,-22%,-16%,21,10,/,-4
O=C(c1ccccc1F)N1CCN(S(=O)(=O)c2ccc3ccccc3c2)CC1,5%,-9%,37%,-39,-4,6%,-10
COc1ccc(NS(=O)(=O)c2cccc(C(=O)NCC(c3ccc(OC)cc3)N3CCCC3)c2)cc1 (stereo unspecified),0%,23%,11%,-16,/,/,/
O=C(COc1ccc2ccc(=O)oc2c1)N1CCC(C(=O)O)(c2ccccc2)CC1,-12%,-5%,-26%,9,1,-1%,-5
COC(=O)C1=C(N)Oc2cc(C)n(Cc3cccnc3)c(=O)c2C1c1ccccc1OC (stereo unspecified),-12%,3%,-24%,-5,-3,17%,-6

# Overlap with the part before: 2 compounds; new compounds follow.
structure,AmpC detergent,AMA1 RON2 block,AmpC no deterg,HCMV inh,CHX counter,Giardia FBPA inh,Shiga toxin inh
O=C(COc1ccc2ccc(=O)oc2c1)N1CCC(C(=O)O)(c2ccccc2)CC1,-12%,-5%,-26%,9,1,-1%,-5
COC(=O)C1=C(N)Oc2cc(C)n(Cc3cccnc3)c(=O)c2C1c1ccccc1OC (stereo unspecified),-12%,3%,-24%,-5,-3,17%,-6
C[C@@H](O)Cc1cn(CC(=O)NCCCCCCCCCCC(=O)N2CCNCC2)nn1,-3%,-17%,87%[activator],-18,/,/,/
Cc1ccc(C2(C)NC(=O)N(CC(=O)NC(C)c3ccccc3)C2=O)cc1 (stereo unspecified),-5%,9%,-17%,-7,-4,9%,-11
COc1cccc(-c2nc(N3CCN(C)CC3)c3ccccc3n2)c1O,3%,-6%,91%[activator],129,14*,0%,34
O=C(COC(=O)CNC(=O)c1ccccc1)NC1CCCC1,-10%,-1%,-7%,-11,/,/,/
CC(=O)c1c(OC(=O)c2ccccc2Br)ccc2c(C)cc(=O)oc12,5%,5%,-7%,-11,-3,2%,-17
CCOc1ccc(NC(=O)Nc2ccccc2C(N)=O)cc1,2%,-11%,-12%,-25,29*,2%,46*
CCOc1ncccc1C(=O)OCC(=O)c1c[nH]c2ccccc12,0%,15%,-21%,13,/,/,/
Cc1ccc2c(c1)N(CCCC(=O)Nc1cccc(C(F)(F)F)c1)C(=O)CO2,1%&2%,-2%,61%[activator],-17&-36,1,/,9
CC1=NN(S(=O)(=O)c2ccc(C)cc2)C(=O)c2ccccc2O1,-2%,2%,5%,-7,-2,-4%,-8
O=C(COc1ccccc1F)Nc1nnc(-c2ccncc2)s1,?,-20%,-43%,-36,1,-1%,-9
COc1ccc(C(=O)OCC(=O)NC(C)CCc2ccccc2)cc1OC (stereo unspecified),2%,2%,14%,9,-2,-9%,-9
CCOC(=O)N1CCc2c(sc(NC(=O)C3=COCCO3)c2C(N)=O)C1,?,38%[activator],-5%,8,-1,3%,-4
CC(/C=N/n1c(-c2ccc(C)cc2)n[nH]c1=S)=C\c1ccco1,0%,29%,-42%,17,-1,5%,-3
CC(C)(C)C(=O)N1CCN(c2nc3ccc(Br)cc3s2)CC1,-16%,-1%,1%,-33,23*,/,31*
CCOC(=O)c1[nH]ncc1CN1CCCC(C(=O)c2cccc(Cl)c2)C1 (stereo unspecified),4%,-4%,-1%,49,-2,7%,9
Cc1c(NC(=O)Cn2ccc([N+](=O)[O-])n2)c(=O)n(-c2ccccc2)n1C,?,8%,-4%,33,16,2%,-15
Cc1ccc(CC2SC(=Nc3ccccc3)N(c3ccccc3)C2=O)cc1 (stereo unspecified),-13%,0%[11.6 µM],-2%,4,-5,2%,-10
Cc1ccc(N2C(=O)CC(Sc3nccc(C)n3)C2=O)cc1 (stereo unspecified),2%,7%,-14%,-4,-3,5%,1
COc1ccc(Cl)cc1NC(=O)c1nnn(CC(=O)Nc2ccc(OC)c(OC)c2)c1N,3%,-11%,-5%,-34,7,6%,1
COc1ccc(C(CNC(=O)Cc2ccc(-c3ccccc3)cc2)N(C)C)cc1 (stereo unspecified),-6%,-6%,96%[activator],7,-4,3%,7
O=C1CC(N(Cc2ccco2)C(=O)Nc2ccc(F)cc2)C(=O)N1c1ccc(F)cc1 (stereo unspecified),10%,-8%,-8%,-2,3,0%,14
CC(CN1CCCCC1)OC(=O)c1cccc(F)c1 (stereo unspecified),?,1%,-19%,-14,18*,-3%,28*
Cc1ccc(C)c(NC(=O)CN2C(=O)COc3ccc(S(=O)(=O)N4CCCC4)cc32)c1,3%,-6%,-6%,17,12,-3%,-5
CCn1cc(C(=O)N2CCN(c3ccc(OC)cc3)CC2)c2cc(OC)c(OC)cc2c1=O,6%&6%,-5%,68%[activator],0&3,1,1%,36
Cc1ccc(S(=O)(=O)NC(N)=NCCc2ccccc2)cc1C,1%,-14%,32%,?,2,2%,-7
CCN(CC(=O)Nc1ccccc1C(F)(F)F)C(=O)CSCc1ccc(C)cc1,-14%,3%,41%,-24,/,/,/
COc1ccc(CC(=O)Nc2cccc(-c3nnc(-c4ccccc4)o3)c2)cc1OC,0%,-26%,109%[activator],?,49*,1%,96*
COCc1cccc(N2C(=O)CC(C3C=C(C)C4C(=O)N(c5cccc(COC)c5)C(=O)C4C3)C2=O)c1 (stereo unspecified),?,3%,139%[activator],-7,4,3%,5
CCOc1cc2c(cc1OC)C(NC(=O)c1ccco1)CC2=O (stereo unspecified),3%,-9%,-8%,0,-4,7%,-3
CSCC[C@H](NC(=O)[C@H](CCC(N)=O)NC(=O)[C@H](CCCCN)NC(=O)[C@H](CCCNC(=N)N)NC(=O)[C@H](Cc1ccc(O)cc1)NC(=O)[C@H](CCCNC(=N)N)NC(=O)[C@H](CO)NC(=O)[C@H](Cc1ccc(O)cc1)NC(=O)[C@H](CO)NC(=O)[C@H](CC(=O)O)NC(=O)[C@@H](NC(=O)[C@@H](N)Cc1ccccc1)[C@@H](C)O)C(=O)N[C@@H](C)C(=O)N[C@H](C(=O)N[C@@H](CCCCN)C(=O)N[C@@H](CCCCN)C(=O)N[C@@H](Cc1ccc(O)cc1)C(=O)N[C@@H](CC(C)C)C(=O)N[C@@H](C)C(=O)N[C@@H](C)C(=O)N[C@H](C(=O)N[C@@H](CC(C)C)C(=O)NCC(=O)N[C@@H](CCCCN)C(=O)N[C@@H](CCCNC(=N)N)C(=O)N[C@@H](Cc1ccc(O)cc1)C(=O)N[C@@H](CCCCN)C(=O)N[C@@H](CCC(N)=O)C(=O)N[C@@H](CCCNC(=N)N)C(=O)N[C@H](C(=O)N[C@@H](CCCCN)C(=O)N[C@@H](CC(N)=O)C(=O)N[C@@H](CCCCN)C(N)=O)C(C)C)C(C)C)C(C)C,/,/,/,/,-9,4%,-11
OCCN(Cc1ccccc1)Cc1ccc(Cl)cc1,1%,0%,14%,?,-2,-29%,-8
Cc1cc([N+](=O)[O-])nn1CC(=O)N1CCN(Cc2ccccc2)CC1,-3%,-1%,-2%,-13,-7,6%,9
CCOC(=O)c1sc(NC(=O)COC(=O)CNC(=O)C2CCCCC2)c(C(=O)OCC)c1C,-17%,-6%,-10%,-1,-1,3%,1
OC(COCc1ccccc1)CN1CCCCC1 (stereo unspecified),-4%,6%,-8%,0,11,-26%,-5
O=C(COC(=O)c1cc2ccccc2oc1=O)Nc1cccc(S(=O)(=O)N2CCCCCC2)c1,-8%,-13%,-17%,-8,27*,0%,64*
CN1C(=O)N(C)C(=O)C(CCc2ccncc2)(Cc2ccc3c(c2)OCO3)C1=O,?,0%,-3%,-14,-4,2%,-5
O=C(NNC(=O)C1CCCCC1)c1ccco1,-6%,-3%,-9%,-19,6,10%,6
COc1ccc(NC(=O)C(=O)NCCN2CCN(C(=O)c3cccc(Br)c3)CC2)cc1,1%,-3%,38%,5,-2,-12%,5
Cn1c(C(=O)NC2CCCC2)cc2c(=O)n(C)c3ccccc3c21,4%,-3%,24%,15,5,-14%,23
c1ccc(CCNC2=NCCS2)cc1,5%,-16%,-12%,-24,-11,0%,18
O=C(O)CNC(=S)N(Cc1ccco1)Cc1ccccc1Cl,-13%,2%,-20%,-22,-1,18%,3

# From PubChem
